NALP3 yeast inh = NALP3 inflammasome inhibitors in reconstituted yeast, primary screen, luminescence, uHTS; Yeast reconstituted NLRP3/ASC/caspase-1, beta-gal luminescence, 24 h; inhibition, % at 10 µM; hit rate 0.39% among 330,000; AID 2825, 2010;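 active means inhibition of 50% or more; inactive means inhibition below 50%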;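 further: plate controls were induced DMSO wells for no effect and uninduced yeast grown without galactose for full effect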
tim23-1 inh = growth inhibitors of tim23-1 mutant yeast, primary screen, luminescence, uHTS | S. cerevisiae tim23-1 growth, BacTiter-Glo luminescence, 24 h | inhibition, % at 20 µM | hit rate 1.3% among 330,000;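 active means growth inhibition of the mutant yeast at or above 50%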;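 further: temperature-sensitive mutant grown at 25 °C; plate controls were DMSO-treated mutant yeast for no effect and medium wells lacking yeast for full effect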
XBP1 UPR activ = activators of adaptive XBP1 UPR arm, primary screen, cell-based, CHO-XBP1 luciferase reporter, luminescence, uHTS; IRE1-XBP1 UPR activation; percent of tunicamycin response, DMSO as zero; activation, % at 20 µM; hit rate 0.33% among 330,000;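 active means versus positive control, 20 µM dose yields 30% or more activation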;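 further: 100% = tunicamycin at 10 µg/mL and 0% = DMSO only wells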
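Signal: luciferase luminescence; Assay system: CHO-XBP1 luciferase reporter cells; Amount: one thousand reporter cells per well; Dosing: 20 µM single concentration, DMSO 1%; Benchmarks: high control tunicamycin 10 µg/mL final, low control DMSO vehicle only; Schedule: 6 h compound exposure at 37 °C, 5% CO2; Evaluation: percent activation relative to tunicamycin reference.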
APJ ag = agonists of human apelin receptor APJ, primary screen, CHO-K1 cells, PathHunter beta-arrestin, luminescence; activation, % at 20 µM; AID 2520, 2010; hit rate 0.11% among 330,000; 0% DMSO wells, 100% apelin;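 active means activation more than six SD over the plate average, tested at 20 µM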;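 further: 0% = DMSO alone and 100% = apelin-13 at 10 nM; some results filed as inactive read as strong as hits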
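Test system: CHO-K1 APJ beta-arrestin complementation cell line. Amount: cell density 1000 per well. Controls: DMSO negative, 10 nM Apelin-13 positive. Signal: luminescent beta-gal fragment complementation, chemiluminescent substrate. Read-out basis: agonist-driven arrestin binding to APJ. Timing: compound stimulation 90 min at 25 °C, detection 60 min.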
tim10-1 inh = growth inhibitors of tim10-1 mutant yeast, primary screen, luminescence, uHTS | S. cerevisiae tim10-1 ts strain growth, BacTiter-Glo, 24 h | inhibition, % at 20 µM | hit rate 2.2% among 330,000 | AID 463190, 2010;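 active means inhibition of at least 40%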;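 further: mutant grown at 25 °C; 0% = DMSO wells with yeast and 100% = wells holding no yeast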
NR3A LBD binder = binders of NR3A ligand-binding domain, primary screen, biophysical, differential scanning fluorimetry, uHTS; Glutamate receptor ionotropic, NMDA 3A (GRIN3A) ligand-binding domain; NR3A LBD differential scanning fluorimetry, Tm shift; 0% = protein alone, 100% = glycine-bound protein; Tm shift relative to glycine control, % at 25 µM; hit rate 2.5% among 340,000;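 active means melting temperature shift of at least 10% of the positive control shift, at one fixed dose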
CHOP UPR activ = activators of apoptotic CHOP UPR arm, primary screen, cell-based, CHO-CHOP luciferase reporter, luminescence, uHTS. UPR activation; percent of tunicamycin response over DMSO baseline. activation, % at 10 µM. hit rate 0.34% among 330,000;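 active means at 10 µM dose, activation of 40% or more, normalized to positive control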;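 further: 100% = tunicamycin at 10 µg/mL and 0% = DMSO alone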
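Material: CHO-CHOP cells, stable luciferase reporter of PERK-eIF2a-CHOP signalling; quantity: 500 reporter cells seeded per well; buffer or medium: F12 medium containing 10% fetal bovine serum; compound: one dose, 10 µM in 0.5% DMSO; incubation: 6 h compound treatment, 37 °C; measured by: Steady-Glo luciferase luminescence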
Mdm2-MdmX inh = inhibitors of human Mdm2-MdmX association, primary screen, cell-based, luminescence, split luciferase, SaOS-2, uHTS | Protein Mdm4 (Homo sapiens) + E3 ubiquitin-protein ligase Mdm2 (Homo sapiens), … | SaOS-2 split-luciferase Mdm2/MdmX complementation | inhibition, % at 8 µM | hit rate 3% among 330,000 | AID 485346, 2010;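 active means inhibition of at least 50% at 8 µM in the primary screen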
Target sequence (O15151 whole entry, looked up): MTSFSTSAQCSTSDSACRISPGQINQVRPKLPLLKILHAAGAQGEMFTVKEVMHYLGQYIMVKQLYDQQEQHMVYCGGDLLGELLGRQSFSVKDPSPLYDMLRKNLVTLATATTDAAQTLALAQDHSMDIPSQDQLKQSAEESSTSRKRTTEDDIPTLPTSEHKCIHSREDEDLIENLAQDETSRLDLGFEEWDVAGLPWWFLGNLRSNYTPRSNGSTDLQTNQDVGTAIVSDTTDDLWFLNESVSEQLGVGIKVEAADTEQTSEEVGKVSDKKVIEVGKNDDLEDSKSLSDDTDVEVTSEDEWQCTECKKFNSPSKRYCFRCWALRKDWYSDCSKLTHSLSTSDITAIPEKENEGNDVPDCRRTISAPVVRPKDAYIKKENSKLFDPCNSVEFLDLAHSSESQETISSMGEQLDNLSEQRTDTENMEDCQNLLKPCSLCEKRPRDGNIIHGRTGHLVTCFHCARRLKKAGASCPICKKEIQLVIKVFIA
Target sequence (Q00987 whole entry, looked up): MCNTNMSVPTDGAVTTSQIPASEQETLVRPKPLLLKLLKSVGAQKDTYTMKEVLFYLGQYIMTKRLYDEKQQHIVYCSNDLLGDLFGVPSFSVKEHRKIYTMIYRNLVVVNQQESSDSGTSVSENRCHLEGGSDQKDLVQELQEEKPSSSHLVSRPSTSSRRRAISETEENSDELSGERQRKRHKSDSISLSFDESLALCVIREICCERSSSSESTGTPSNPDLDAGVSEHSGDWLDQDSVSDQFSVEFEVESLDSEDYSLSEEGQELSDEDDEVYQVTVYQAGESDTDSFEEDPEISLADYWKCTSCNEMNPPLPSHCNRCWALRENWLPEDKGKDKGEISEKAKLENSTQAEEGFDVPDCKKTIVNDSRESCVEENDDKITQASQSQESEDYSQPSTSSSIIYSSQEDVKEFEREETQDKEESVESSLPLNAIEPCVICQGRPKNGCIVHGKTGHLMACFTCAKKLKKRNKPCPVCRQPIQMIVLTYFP
TIM10 inh = growth inhibitors of isogenic TIM10 control yeast, primary screen, counter-screen for tim10-1 yeast inhibitor project, luminescence, uHTS; S. cerevisiae TIM10 strain growth, BacTiter-Glo luminescence, 24 h; inhibition, % at 10 µM; hit rate 1.4% among 330,000; AID 463195, 2010;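 active means inhibition of 40% or more at the single tested concentration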;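 further: wild-type TIM10 isogenic control strain grown at permissive 25 °C; 0% = DMSO yeast wells and 100% = minimal medium wells without yeast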
* marks the source's active call; other numbers are inactive results; . = not tested or not shown.

SMILES	NALP3 yeast inh	tim23-1 inh	XBP1 UPR activ	APJ ag	tim10-1 inh	NR3A LBD binder	CHOP UPR activ	Mdm2-MdmX inh	TIM10 inh
O=C(NC12CC3CC(CC(C3)C1)C2)N(Cc1ccccc1)Cc1ccncc1	3	37	1	-5	30	-1	0.1	-21	44*
CC(C)c1ccc(N=C2NN=C(c3cccs3)CS2)cc1	23	26	-3	0	23	-8	3.4	-34	11
Cc1c(-c2ccccc2)nc2ccccc2c1C(=O)O	-3	26	-2	2	5	-1	-1.1	4	-6
CC(=O)N1CCC2(CC1)C/C(=N\NC(=S)Nc1ccccc1C)c1cc(O)ccc1O2	2	17	-8	-2	9	-12	0.2	45	13
CCOc1ccccc1C(=O)Nc1ccc(S(=O)(=O)N2CCN(C)CC2)cc1	15	16	-3	-4	9	-5	2.9	2	-7
COc1ccccc1N1CCN(CCCCN2C(=O)c3ccccc3C2=O)CC1	24	-7	-6	-2	-5	1	0.0	15	-8
C[C@@H]1[C@H](O)C[C@@]23COC(=O)C2=CCC[C@@H]3[C@@]1(C)CC/C(=C/CO)CO	15	-11	-3	-2	3	-3	0.8	23	-1
Clc1nnc(N/N=C/c2ccccc2)c2ccccc12	60*	10	2	-3	21	-16	1.4	-120	16
NC(=O)N/N=C/c1sc(N2CCCCC2)nc1-c1cccs1	23	31	2	-2	9	-1	3.1	-33	36
CCOC(=O)c1c(N)sc(C(=O)Nc2ccc3c(c2)OCO3)c1C	12	42	-5	6	22	28*	-4.8	0	18
Cc1cc(NC(=O)CC2CCCC2)n(-c2nc3ccccc3[nH]2)n1	12	11	13	-1	34	-7	0.4	57*	28
Nc1cccc(-c2cn3cccnc3n2)c1	4	-1	-1	-1	2	-1	1.1	-35	-16
N#CCCN(C(=O)COC(=O)c1ccc2c(=O)n3c(nc2c1)CCC3)c1ccc(F)cc1	4	2	-3	1	7	-2	0.5	-16	10
O=C(COC(=O)CCc1c[nH]c2ccccc12)Nc1ccccc1C(F)(F)F	9	30	-1	0	20	0	-2.1	20	21
COc1ccc2c(c1)C(=NN)c1cc(OC)ccc1-2	40	40	9	4	25	-18	6.0	-3	34
CCCCn1c(N)c(N(CC(C)C)C(=O)C2CCN(c3ncnc4sc(C)c(C)c34)CC2)c(=O)[nH]c1=O	11	6	-2	-8	5	0	1.5	26	3
COc1ccc(C(=O)Nn2cc3c(c2-c2ccccc2)c(=O)n(C)c(=O)n3C)cc1	15	-4	-2	-5	6	-1	-1.2	-11	3
CCOC(=O)c1cnc2c(C)cc(Cl)cc2c1N1CCN(C)CC1	29	14	-6	-2	25	0	3.0	24	6
COc1ccc(OCC(=O)Nc2ccccc2Cl)cc1	27	17	-1	-1	11	0	6.6	13	-18
CS(=O)(=O)c1cccc(C(=O)NCc2ccccc2)c1	4	22	2	-3	10	4	0.7	-12	13
COc1ccc(Cc2nc3ccc(S(=O)(=O)N4CCOCC4)cc3[nH]2)cc1	4	-5	-1	-5	11	0	-1.4	17	9
Cn1cncc1C#Cc1ccc2c(=O)c3ccccc3oc2c1	36	-7	11	0	12	-14	6.6	-29	14
O=C(O)c1sc2cc(C(F)(F)F)cnc2c1-c1ccccc1	6	8	-3	-6	10	-1	-0.2	7	1
COCc1cc(C)n(CC(=O)NCc2ccccc2)c(=O)c1C#N	14	13	-1	-2	10	0	-1.3	-26	2
CNC(=O)Nc1cccc(-c2cc(-c3c(Cl)cccc3Cl)no2)c1	48	39	1	-2	7	4	-0.8	8	20
CNC(=S)N1N=C(c2ccccc2)CC1c1ccc(Br)cc1 (stereo not drawn)	6	17	0	0	36	-10	-0.4	13	-16
Cn1c(=N)n(CC(=O)c2ccc(Br)s2)c2ccccc21	1	5	1	-1	16	2	2.4	12	17
Cn1c(=O)c2c(ncn2CC(=O)Nc2ccc3c(c2)OCO3)n(C)c1=O	1	10	-2	9	-26	1	0.5	17	-12
O=S1(=O)CCOC[C@H](Cc2ccccc2)N1Cc1cccc(C(F)(F)F)c1	36	19	-1	-2	10	-8	0.3	15	-10
CN(C)S(=O)(=O)c1ccc(NC(=O)COc2cccc3c2OC(C)(C)C3)cc1	16	21	-3	-3	28	0	1.2	6	11
O=C(COC(=O)/C=C/c1cccs1)NC(c1ccccc1)c1ccccc1	21	-14	-1	-1	6	1	2.6	4	-15
COCCn1c(=S)[nH]c2cc(C(=O)NCCCN3CCOCC3)ccc2c1=O	14	12	-2	1	-3	-1	-1.3	5	-3
CC(C)c1ccc(S(=O)(=O)Nc2ccc(N3CCOCC3)cc2)cc1	9	12	-5	0	10	0	-0.8	13	17
CCS(=O)(=O)/N=C(\N)c1ccccc1	15	-3	-3	-3	-2	1	-0.4	-2	-8
Cn1c(-c2sc3cc(C(F)(F)F)cnc3c2-c2cccnc2)n[nH]c1=S	11	12	-1	-3	-1	1	0.2	16	-9
Cc1nn(C(=O)c2cc3sccc3[nH]2)c(C)c1C	25	16	6	-4	28	.	5.1	-26	30
COc1ccc(S(=O)(=O)/N=C2/NC(=O)/C(=C\c3ccco3)S2)cc1	-8	28	2	-1	-6	-4	-0.8	3	0
O=C(Nc1cccc(-c2cn3ccccc3n2)c1)c1cccc(Cl)c1	24	-9	9	2	-33	16*	4.3	75*	-20
CC1=NN(C(N)=S)C(=O)C1N=Nc1ccccc1C (stereo not drawn)	29	10	-5	-5	32	-2	2.5	-9	33
CCOc1nc(-c2ccccc2)c2cc(C)ccc2n1	33	37	-2	-4	19	-2	0.0	29	9

By substructure: those above containing bromine (two)
SMILES	NALP3 yeast inh	tim23-1 inh	XBP1 UPR activ	APJ ag	tim10-1 inh	NR3A LBD binder	CHOP UPR activ	Mdm2-MdmX inh	TIM10 inh
CNC(=S)N1N=C(c2ccccc2)CC1c1ccc(Br)cc1 (stereo not drawn)	6	17	0	0	36	-10	-0.4	13	-16
Cn1c(=N)n(CC(=O)c2ccc(Br)s2)c2ccccc21	1	5	1	-1	16	2	2.4	12	17

Later entries.
SMILES	NALP3 yeast inh	tim23-1 inh	XBP1 UPR activ	APJ ag	tim10-1 inh	NR3A LBD binder	CHOP UPR activ	Mdm2-MdmX inh	TIM10 inh
C[C@H](CO)N1C[C@H](C)[C@@H](CN(C)C(=O)NC2CCCCC2)Oc2c(NS(=O)(=O)c3cccs3)cccc2C1=O	13	0	-2	-3	7	-4	-0.4	13	8
CCCCOc1ccc(C(=O)Nc2cccc(-n3cnnn3)c2)cc1OC	6	1	-1	-2	18	-7	1.3	16	5
Cc1cc(NC(=O)c2ccc([N+](=O)[O-])cc2Cl)ccc1NC(=O)c1ccco1	-4	-4	-1	.	-14	-6	1.1	2	-14
O=C(OCC(=O)N1CCc2ccccc2C1)c1ccc(Cl)c([N+](=O)[O-])c1	9	20	-3	-2	-6	1	-1.1	25	-33
CC(=O)c1ccc(NC(=O)CCNC(=O)c2ccccc2Cl)cc1	10	9	-2	3	1	-2	0.9	-17	2
COc1ccc(N2CC(C(=O)N3CCN(c4ccccc4)CC3)CC2=O)cc1 (stereo not drawn)	13	4	-4	2	12	-4	2.7	3	14
Cc1cc(C(=O)CSc2nnc(-c3ccc4c(c3)OCO4)o2)c(C)n1-c1ccc(F)cc1	14	15	-2	-5	12	-2	-0.8	16	3
Cc1noc(C)c1CNCc1ccccc1	7	21	-1	1	42*	0	1.3	-22	6
O=C(Nc1cc(SCCO)cc([N+](=O)[O-])c1)c1ccc(Br)o1	0	12	-1	-3	36	-1	0.9	-7	-6
O=C(c1ccccc1)c1ccc(N2CCOCC2)c(NC(=O)c2ccco2)c1	29	-57	2	-1	-107	1	-1.8	12	-65

Three entries already listed, ordered by molecular weight, ascending.
SMILES	NALP3 yeast inh	tim23-1 inh	XBP1 UPR activ	APJ ag	tim10-1 inh	NR3A LBD binder	CHOP UPR activ	Mdm2-MdmX inh	TIM10 inh
CC(=O)c1ccc(NC(=O)CCNC(=O)c2ccccc2Cl)cc1	10	9	-2	3	1	-2	0.9	-17	2
O=C(Nc1cc(SCCO)cc([N+](=O)[O-])c1)c1ccc(Br)o1	0	12	-1	-3	36	-1	0.9	-7	-6
Cc1cc(NC(=O)c2ccc([N+](=O)[O-])cc2Cl)ccc1NC(=O)c1ccco1	-4	-4	-1	.	-14	-6	1.1	2	-14

More structures:
SMILES	NALP3 yeast inh	tim23-1 inh	XBP1 UPR activ	APJ ag	tim10-1 inh	NR3A LBD binder	CHOP UPR activ	Mdm2-MdmX inh	TIM10 inh
O=C(COC(=O)c1ccc[nH]c1=O)c1ccc(Cl)s1	25	10	1	0	-6	5	-2.0	16	16
Cc1ccc(NC2CCCN(C(=O)CSc3ccncc3)C2)cc1C (stereo not drawn)	12	4	-6	-2	-2	1	2.1	19	3
COC(=O)Nc1nnc(-c2ccncc2)s1	11	14	1	-2	12	2	0.8	25	-10
CS(=O)(=O)N1CCN(c2ccccc2NC(=O)c2ccco2)CC1	0	-11	-3	1	2	1	-0.4	-13	-1
CCN1C(=O)/C(=C/N(C)c2ccccc2)OC1=S	18	6	2	-2	9	4	2.2	-1	-19
COc1ccc(NC(=O)c2onc(C)c2Cl)cc1OC	13	9	4	-2	-2	1	1.9	-30	-1
CC(=O)Nc1ccccc1Sc1ccc2c3c(cccc13)C(=O)N(c1ccc(C)cc1)C2=O	4	7	34*	-1	6	2	5.9	12	5
COc1ccc(-c2ccc(=O)n(Cc3ccccc3)n2)cc1	12	31	1	-1	-7	2	-0.5	27	-22
C/C=C/C(=O)OCC(=O)Nc1cc([N+](=O)[O-])ccc1Cl	13	-4	-1	0	-19	-1	0.9	20	-29
O=[N+]([O-])c1ccccc1N/N=C/c1cc2ccccc2nc1Cl	16	-11	8	-7	0	1	5.3	-6	-5
N#CC1=C(N)OC2=C(CCc3ccccc32)C1c1ccccc1Cl (stereo not drawn)	9	45	8	2	20	-6	4.5	44	2
CCOc1cc([N+](=O)[O-])cc2c1C(=O)Nc1ccccc1O2	20	12	8	14*	23	-5	4.9	21	29
COc1ccccc1C(=O)NNC(=O)c1ccccc1Br	13	14	-1	-4	13	4	1.9	-4	-6
Nc1ccc(C(=O)N/N=C\C=C\c2ccc([N+](=O)[O-])cc2)cc1	12	-24	-2	9	-13	15*	1.9	7	-13
CC(=O)c1ccc(OCC(=O)Nc2ccc3nc(C)sc3c2)cc1	2	-7	-1	-4	4	2	2.0	-31	-9
COc1cccc(NC(=O)CCS(=O)(=O)c2ccc3c(c2)oc(=O)n3C)c1	-7	2	-1	2	5	0	0.9	-10	8
O=C1COc2ccc(C(=O)CCl)cc2N1	-27	24	-6	-1	29	0	148*	19	12
CC(=O)NC1C(Oc2ccccc2C)OC(CO)C(O)C1O (stereo not drawn)	-6	3	1	1	12	0	-1.5	0	-6

Bioassay records (PubChem BioAssay)
